# High-throughput results: PubChem, National Center for Advancing Translational Sciences (NCATS)
# Pf Dd2 growth = blocks in vitro growth of P. falciparum Dd2 | P. falciparum Dd2 growth, SYBR Green, 72 h | Potency, µM (top dose mostly 28.9 µM), for the others: top-dose activity, negative = inhibition, usual class: inhibitors | 120,000 tested, 4.3% active; active = well fitted inhibition curve with a large enough effect; inconclusive = small, poorly fitted or top-dose-only effect; inactive = no such curve, though single readings can be large or run the other way;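 note: plate controls were DMSO vehicle for no effect and reference drug for full effect; nearly all actives have a fitted effect of over 65% in size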
#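 Infected erythrocytes (Dd2, 0.3% parasitemia, 2.5% hematocrit final) are added to compound in RPMI-1640/Albumax II medium, grown 72 h at 37C in low oxygen, then lysed with saponin/Triton-X containing SYBR Green and read by fluorescence.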
# Active calls of the source: *; i = inactive; ? = inconclusive; [ ] = dose if it differs, or a comment. Potency is the fitted concentration of half-maximal effect.
SMILES,Pf Dd2 growth
O=C(Cc1ccc(F)cc1)N1CC(c2noc(C3CCCN3CC3CC3)n2)C1 (stereo unspecified),i
O=C(NC1CCCCCCC1)C1CCN(C(=O)c2ncn3c2COC(c2ccc(Cl)cc2)C3)CC1 (stereo unspecified),-17.7%
O=C(NCc1ccccc1)c1cnc2n1CCN(Cc1ccccc1F)CC2,22.9%[44.1 µM]
CNC(=O)[C@@H]1C[C@H](Oc2ccccc2)CN1C(=O)c1cc2ccccc2[nH]1,?
O=C1Nc2ccccc2Oc2cc(Oc3cccc(Cl)c3)ccc21,-14.8%
COc1cccc(C(=O)N2CCCC(c3[nH]ccc3C(N)=O)C2)c1OC (stereo unspecified),28.9%
CCc1noc(-c2cn(C3CCCN(C(=O)c4ccc(F)cc4)C3)nn2)n1 (stereo unspecified),i
CCCOCc1cc(CN2CCN(c3ccccc3OC)CC2)c(O)c2ncccc12,2.82µM*
COCCn1c(CO)nnc1C1CC(NC(=O)c2ccc(F)cc2F)C1 (stereo unspecified),?
COCc1nc(NCc2sc(COC)nc2C)cc(C2CC(N)C2)n1 (stereo unspecified),-15.8%
COCC1(CNC(=O)c2nc3ccccc3[nH]2)C[C@@H](O)[C@@H](O)C1 (stereo partly specified),9.2%[44.1 µM]
O=C(COCc1cc(-c2ccc3c(c2)OCO3)on1)N1CCN(c2cccc(Cl)c2)CC1,i
COc1ccc(NCc2cc3cc4c(cc3n(CC(=O)Nc3ccc(C)c(C)c3)c2=O)OCO4)cc1,-13.7%
CCOc1ccc(NC(=O)N(Cc2ccc(CC)cc2)Cc2cn[nH]c2-c2ccc(OC)cc2)cc1,?
COC1CCC(C(=O)N2CCCn3nc(C)c(-c4ccccc4C(C)C)c32)CC1 (stereo unspecified),?
CCC[C@@H]1CN(C(=O)c2cccc(N3CCS(=O)(=O)CC3)c2)C[C@H]1N(C)C,-5.0%
CCN(CC)CCCNC(=O)c1c2c(nc3ccccc13)C(=O)N(C1CCCCC1)C2,i
O=C([C@@H]1C[C@H](Oc2cccnc2)CN1C(=O)NC1CCCCC1)N1CCCC1,23.1%
Cc1nn(C)c(C)c1CCN(C)C(=O)C12CCCC=C1N(C1CCCC1)C(=O)CC2 (stereo unspecified),?
Cc1n[nH]c(C)c1CNC(=O)CCC1CCCN(S(=O)(=O)c2ccccc2F)C1 (stereo unspecified),-8.9%
CCOC(=O)c1cc(C)n(CC2CCC(C(=O)Nc3ccc(Cl)cc3)CC2)c1C (stereo unspecified),?
CC(=O)N1CC2(CCN(Cc3cccnc3)CC2)Cc2ccccc21,-1.5%
Cc1nnc(NC(=O)CSc2nccn2Cc2ccc(F)cc2)s1,29.1%
O=C(NC1CCCC1)N1CCCCC1c1nc(-c2ccncc2)n[nH]1 (stereo unspecified),-10.3%
O=C(CN1CC2CC(C1)[C@H]1CCCC(=O)N1C2)NCc1ccccn1 (stereo partly specified),6.9%

# (next part)
SMILES,Pf Dd2 growth
Cc1ccc(C(=O)N2CCCCC2CCN2CCCCC2)cc1 (stereo unspecified),i
Cc1ccc(NC(=O)N2CCC(Oc3ncccc3C(=O)N3CCOCC3)C2)c(Cl)c1 (stereo unspecified),9.9%
O=C1CCN(S(=O)(=O)c2ccccc2)CCCN(Cc2ccncc2F)CCN1,-16.3%
COC(=O)c1ccc(NC(=O)c2c(NCc3cccc(F)c3)sc3c2CCCC3)cc1,12.6µM*
CC(C)Oc1ccc2c(NC(=O)Cn3cccnc3=O)nn(CC(F)(F)F)c2c1,18.5%
Cc1ccc(C(=O)Nc2nnc(S(=O)(=O)N3CCCCCC3)s2)cc1,306.4%[activator][5.79 µM]
Cc1ccc2c(C(=O)N3CCCCCC3)cc(NC(=O)C3CC3)cc2n1,-17.4%
O=C(c1ccccc1)N1Cc2ccccc2CC2(CCN(Cc3ccccn3)C2)C1 (stereo unspecified),?
CNC(=O)[C@@H]1CN(Cc2ccccc2OC(F)(F)F)C[C@H]1CO,6.4%
COc1ccc(-c2nc3c(c(SCC(=O)Nc4ccc(C(=O)O)cc4)n2)Cc2ccccc2O3)cc1,i
CN(c1ccccc1)c1cc(=O)c2ccnc(NCCc3ccccn3)c2o1,i
Cc1ccc(CN2C(=O)c3ccccc3S(=O)(=O)c3ccc(C(=O)OCC4CCCO4)cc32)cc1 (stereo unspecified),?
O=C1NC2(CCN(S(=O)(=O)c3ccccc3)CC2)Oc2ccccc21,-18.2%
O=C(NCCCc1ccccn1)c1ccc(C2CCCNC2)cc1 (stereo unspecified),0.5%
O=C(NCCc1ccccc1)C1CCC(=O)N(CCCN2CCOCC2)C1 (stereo unspecified),-5.0%
CCn1ccc(C(=O)N2CC(N(C3CCOCC3)S(C)(=O)=O)C2)n1,15.0%
COc1cccc(S(=O)(=O)NCC2Cn3cccc3C(=O)N2C)c1 (stereo unspecified),-4.6%
COCC(=O)NC1CCC12CCN(C(=O)COC)CC2 (stereo unspecified),10.0%
COCCCNC(=O)C1CCN(c2nc3ccc(Cl)cc3[nH]2)CC1,33.6%[activator]
Cc1cnc(C(=O)N2CCOCCNC(=O)[C@@H]3CCC[C@@H]32)cn1,9.7%
Cc1ccc(S(=O)(=O)N2CCC(CCC(=O)NC3CC3)CC2)cc1,?
O=C(NCC1Cn2cccc2CN1Cc1ccccc1)C1CC1 (stereo unspecified),?
Cc1c(C(=O)N(Cc2cccc(F)c2)C2CCS(=O)(=O)C2)oc2cc(Br)ccc12 (stereo unspecified),301.6%[activator][5.79 µM]
CC(=O)Nc1nonc1-c1nnc(SCc2ccccc2C)n1C,21.8%
CCC(CC)C(=O)Nc1ccc([C@@H](O)[C@H]2COCC(=O)N2CC)cc1,?

# 4 entries from above, field by field.
O=C(c1ccccc1)N1Cc2ccccc2CC2(CCN(Cc3ccccn3)C2)C1 (stereo unspecified)
  Pf Dd2 growth = ?
CNC(=O)[C@@H]1CN(Cc2ccccc2OC(F)(F)F)C[C@H]1CO
  Pf Dd2 growth = 6.4%
COc1ccc(-c2nc3c(c(SCC(=O)Nc4ccc(C(=O)O)cc4)n2)Cc2ccccc2O3)cc1
  Pf Dd2 growth = i
CN(c1ccccc1)c1cc(=O)c2ccnc(NCCc3ccccn3)c2o1
  Pf Dd2 growth = i

# Random excerpt: two entries already listed.
SMILES,Pf Dd2 growth
O=C1NC2(CCN(S(=O)(=O)c3ccccc3)CC2)Oc2ccccc21,-18.2%
O=C1CCN(S(=O)(=O)c2ccccc2)CCCN(Cc2ccncc2F)CCN1,-16.3%

# Next part:
SMILES,Pf Dd2 growth
O[C@H]1[C@H](NCc2ccccc2)[C@H]2CO[C@H](O2)[C@@H]1Sc1ccccc1,i
CCc1ccc(NC(=O)CSc2nccn2-c2ccc(F)cc2)cc1,i
COc1ccccc1N1CCN(CCCNC(=O)c2cnn(-c3cccc(Cl)c3)c2C2CCN(C(=O)OC(C)(C)C)CC2)CC1,2µM*
O=C(CCCn1c(=O)c2ccccc2n(Cc2ccc(F)cc2Cl)c1=O)NCCc1ccc(Cl)cc1,-22.7%
Cc1cc(C)cc(C(=O)N2CCCN(C)c3ccccc32)c1,?
NC(=O)Cc1c[nH]c2ncc(-c3cccc(N4CCOCC4)c3)cc12,-0.2%[44.1 µM]
CCC(CC)C(=O)N1CCC(OC2CCN(C)CC2)CC1,24.7%
O=C1N[C@H](CCC(=O)N2CCN(CCc3ccccn3)CC2)C(=O)Nc2ccccc21,4.9%
Cc1ccccc1NC(=O)c1cccc2c(=O)c3c([nH]c12)CCCC3,?
CCOC(=O)CC(NC(=O)Cn1nnc(-c2ccccc2F)n1)c1ccccc1Cl (stereo unspecified),-13.9%
O=C(Nc1cccc(F)c1)Nc1ccc(=O)n2c1[C@@H]1C[C@@H](CN(C(=O)COc3ccccc3)C1)C2,-18.6%
Cc1cc(C[C@@H]2COC[C@@H]2NC(=O)CN(C)Cc2cccnc2)on1,5.7%
O=C(NCC1Cn2cccc2C(=O)N1Cc1ccccc1)c1cc(F)ccc1F (stereo unspecified),i
O=c1[nH]c(C2CCN([S+](=O)([O-])c3cccc(C(F)(F)F)c3)CC2)nn1-c1ccc(Cl)cc1,i
COCCOCc1nc(C2CCCN2C(=O)Nc2ccc(F)cc2F)no1 (stereo unspecified),3.6%
Cc1ccc(S(=O)(=O)N(C)C2CCc3ccccc32)cc1 (stereo unspecified),-27.5%[44.1 µM]
O=S(=O)(N[C@H]1CO[C@H]2[C@@H]1OC[C@@H]2n1nnnc1-c1ccc2c(c1)OCO2)c1ccc2ccccc2c1,?
CC1(C)[C@H]2CC[C@@H](CNC(=O)c3cccc4[nH]ccc34)[C@@H]1C2,?
CC(C)C[C@H](CO)NC(=O)C[C@@H]1c2nc(-c3cccnc3)sc2C[C@@H]2[C@](C)(CO)[C@H](O)CC[C@]21C,?
COCCNC(=O)[C@@H]1C[C@@H](O)CN1C1CCN(C(=O)c2ccccc2OC)CC1,17.9%
CC(=O)c1ccc(S(=O)(=O)N2CCn3cccc3C2c2ccccc2F)cc1 (stereo unspecified),3.1%
Cc1cc(Nc2cc(Cl)ccc2C)n2nc(-c3ccccc3)nc2n1,?
O=C(NCc1ccc(F)cc1)C1CCCN(c2ncnc3onc(-c4ccc(F)cc4)c23)C1 (stereo unspecified),?
O=C(Nc1ccc2ncnc(N3CCCCC3)c2c1)c1ccc(F)cc1,i
Cc1ccc(OCC(=O)N2CC3CC(C2)[C@H]2CCCC(=O)N2C3)cc1 (stereo partly specified),4.0%

# The results go on.
SMILES,Pf Dd2 growth
COC1CCOC2(CCN(C(=O)CCc3ccccc3)CC2)C1 (stereo unspecified),-0.8%
O=C(NCc1ccco1)[C@@H]1Cc2nc[nH]c2CN1Cc1ccc(C(F)(F)F)cc1,-9.5%[44.1 µM]
Cc1ccsc1-c1[nH]nc2ncc(-c3ccccc3F)nc12,i
Cc1ccc(O[C@H]2CCOC[C@H]2NC(=O)c2cc(C#N)cn2C)cn1,1.2%
O=C(Nc1ccccc1)N1CCN(C2CCNCC2)C(=O)C1,-7.9%
Cc1cccc(NC(=O)Cn2c(=O)n(CC3CCC(C(=O)NCCc4ccccc4)CC3)c(=O)c3ccccc32)c1 (stereo unspecified),11.2µM*
O=C(Nc1ccccc1)N1CCC(N2CC(OCC3CC3)C23CCOCC3)CC1 (stereo unspecified),?
CC(C)C(=O)N1Cc2ccccc2CC2(CCCN(C)C2)C1 (stereo unspecified),?
Cc1cc(C)n2nc(C(=O)N[C@H](c3ccccn3)C3CC(O)C3)nc2n1 (stereo partly specified),-9.7%
COc1cc(CNC(=O)c2cc(-c3ccccc3)n[nH]2)cc(OC)c1OC,-16.9%
COc1ccc(-c2cc3nc(C)c(CCC(=O)N4CCN(c5cccc(Cl)c5)CC4)c(C)n3n2)c(OC)c1,10µM*
CCOc1ccccc1C(=O)N1CCC(Oc2nccnc2N(C)C)C1 (stereo unspecified),-28.7%
COC1CCN(CC2CCCCCN2C(=O)c2ccccc2)CC1 (stereo unspecified),?
CCn1ncc(NC(=O)Cn2ncc3cc(-c4ccc(C(=O)N(C)C)cc4)ccc32)n1,?
COc1ccc(CN2C(=O)[C@@H]3C[C@@H](O)CN3C3(CN(Cc4cnc5ccccc5c4)C3)C2=O)cc1,7.08µM*
Cc1cccn2c(=O)c(/C=C(\C#N)c3nc4ccccc4n3C)c(Oc3ccc(Cl)cc3)nc12,?
CC(C)CCNC(=O)N1CCCC(Cn2c(C3CC3)nc3cccnc32)C1 (stereo unspecified),i
CCOC(=O)c1sc(NC(=O)c2nc3nc(C)cc(C(F)F)n3n2)c(C(=O)OC)c1C,-31.8%
Cc1nn(Cc2ccccc2)c(C)c1[C@@H]1C=C[C@@H](NC(=O)NC2CCCCC2)C1,i
Cc1ccc(C2Cn3nnc(C(=O)N4CCC(C(=O)NC5CCCCC5)CC4)c3CO2)cc1 (stereo unspecified),-5.4%
Cc1ccc2oc(C(=O)Nc3c(C(=O)c4ccc(C)c(F)c4)oc4ccccc34)cc(=O)c2c1,i
COc1cc2c(=O)c(C(=O)c3ccc(F)cc3)cn(Cc3cccc(F)c3)c2cc1OC,?
O=C(NCc1ccc2c(c1)OCO2)c1ccc2c(c1)N(Cc1ccc(F)cc1)C(=O)c1ccccc1S2=O (stereo unspecified),i
CCOc1ccc(CNC(=O)Cn2c(=O)c3cccn3c3cccnc32)cc1,4.4%
CCOCCCNC(=O)c1c(NC(=O)c2nc(SC)ncc2Cl)sc2c1CCCC2,14.8%
Cc1noc(-c2cn(C3CCN(C(=O)c4ccc(Cl)cc4)C3)nn2)n1 (stereo unspecified),i
CCc1ccc(NC(=O)CN2C(=O)C(c3ccccc3)=NC23CCCCCC3)cc1,-8.2%
CCOc1cc(CN2CCC(C(Cc3ccccc3F)N(C)C(=O)c3cccs3)CC2)ccc1O (stereo unspecified),3.98µM*

# Quoted from the listing (4 entries):
SMILES,Pf Dd2 growth
COC1CCOC2(CCN(C(=O)CCc3ccccc3)CC2)C1 (stereo unspecified),-0.8%
O=C(NCc1ccco1)[C@@H]1Cc2nc[nH]c2CN1Cc1ccc(C(F)(F)F)cc1,-9.5%[44.1 µM]
Cc1ccsc1-c1[nH]nc2ncc(-c3ccccc3F)nc12,i
Cc1ccc(O[C@H]2CCOC[C@H]2NC(=O)c2cc(C#N)cn2C)cn1,1.2%

# An excerpt; the hit share may differ from the screen's.
